RGS4 inh = human RGS4 inhibition; Transcreener GDP fluorescence polarization, RGS4-accelerated GTP hydrolysis; Potency, µM (top dose mostly 114 µM), for the others: at the highest dose activity change, negative = inhibition, actives largely listed as inhibitors; hit rate 0.039% among 390,000; AID 504845; further: potency means the concentration at half of the fitted maximal effect; on the % scale 0 is the no-effect control and ±100 the full control effect; nearly all actives have a fitted effect of over 75% in size; some results filed as inactive show a strong effect at the top dose
Target sequence (P49798 whole entry, looked up): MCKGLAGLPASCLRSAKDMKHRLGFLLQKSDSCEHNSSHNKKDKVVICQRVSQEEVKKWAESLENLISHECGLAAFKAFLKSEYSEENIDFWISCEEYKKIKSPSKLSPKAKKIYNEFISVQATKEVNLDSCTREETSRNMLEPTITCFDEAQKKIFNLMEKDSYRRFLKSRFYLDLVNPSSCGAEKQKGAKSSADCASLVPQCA
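MLSMR compounds (23 nl, pin-transferred) preincubated 10 min at room temperature with a 500nM (2x) first reagent, then RGS4 at 900nM (2x) plus Transcreener GDP mix added; fluorescence polarization (620/688 nm) read before and after 90 min at 30 °C.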
mIDH1 inhibitor = human IDH1 R132H inhibition; Potency, µM (highest dose often 76.6 µM), for inactives: top-dose activity change, negative = inhibition, usual class: inhibitors; hit rate 0.093% among 390,000; IDH1-R132H enzyme, NADPH consumption, diaphorase/resazurin fluorescence; AID 602179; further: potency means the concentration at half of the fitted maximal effect; on the % scale 0 is the no-effect control and ±100 the full control effect; nearly all actives have a fitted effect of over 65% in size
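IDH1-R132H (0.5 ug/mL) preincubated 30 min with compound, then NADPH (0.016 mM) and alpha-KG (2 mM) added; 80 min at RT, pH 7.5. Remaining NADPH coupled via diaphorase/resazurin to fluorescence (540/590 nm); concentration-response curves normalized to no-enzyme control.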
GRP78 ERSR act = inducers of ER stress response in human glioma cells; U87-MG GRP78 promoter luciferase reporter, 16 h; Potency, µM, inactives show at the highest dose activation, actives largely listed as activators; hit rate 0.02% among 420,000; further: potency means the concentration at half of the fitted maximal effect; series mostly up to about 76 µM; % of control where 0% means no effect; nearly all actives have a fitted effect of over 35% in size
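Stably transfected U87-MG glioma cells carrying a GRP78-based luciferase sensor; 16 h compound incubation. Luminescence end-point read 10 min after Bright-Glo addition at room temperature.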
Vif-APOBEC3F blk = blocks the Vif interaction with APOBEC3F | HeLa A3F-eYFP + Vif (tagged APOBEC3F with the HIV-1 protein that degrades it), YFP fluorescence increase | Potency, µM (top dose mostly 46.1 µM), for inactives: at the top dose activity, negative = active | hit rate 0.2% among 390,000 | AID 602313; further: potency means the concentration at half of the fitted maximal effect; % of control where 0% means no effect; nearly all actives have a fitted effect of over 65% in size
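Fluorescence increase (Ex 488/Em 500-530) after overnight compound treatment at 37 deg C flags inhibition of Vif-driven A3F-eYFP loss in stable HeLa A3F-eYFP/Vif cells seeded overnight beforehand.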
TrxR1 substrate = substrates of rat thioredoxin reductase 1; O89049; Potency, µM (titrated, usually from 114 µM), for the others: top-dose activity change, negative = substrate turnover; hit rate 0.01% among 390,000; purified TrxR1 substrate turnover, NADPH consumption readout; further: potency means the concentration at half of the fitted maximal effect; on the % scale 0 is the no-effect control and ±100 the full control effect; nearly all actives have a fitted effect of over 50% in size
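Rat TrxR1, dispensed at 90 nM, was prereduced with 400 uM NADPH (final) for 5 min at ~22 deg C, then incubated with compound 15 min before 400 uM selenite. A first-read NADPH fluorescence drop versus no-compound background flagged substrates.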
LDHA block = blocks human lactate dehydrogenase A; AID 1347041; purified LDHA, NADH/diaphorase-resazurin fluorescence; active compounds read low; P00338; hit rate 0.15% among 480,000; activity change, % (values are at about 110 or 230 µM); in the data active means activity change below about -30%; inconclusive means mostly about -25% to -30%;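 further: plate controls were DMSO wells for no effect and wells without enzyme for full effect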
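LDH5 2 nM; NADH 0.06 mM, pyruvate 0.2 mM; 200 mM Tris pH 7.4, EDTA, Tween-20; 5 min RT. Detection: diaphorase 0.133 mg/mL + resazurin 37 µM, fluorescence ex540/em590 at 0 and 20 min; normalized to enzyme-free and DMSO wells.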
Vif-APOBEC3G blk = inhibitors of Vif-APOBEC3G interaction | Q9HC16 | Potency, µM (titrated, usually from 46.1 µM), for inactives: at the top dose activity, negative = active, usual class: inhibitors | hit rate 0.076% among 410,000 | HeLa A3G-eYFP + Vif (tagged APOBEC3G with the HIV-1 protein that degrades it), YFP fluorescence, overnight;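 further: potency means the concentration at half of the fitted maximal effect; on the % scale 0 is the no-effect control and ±100 the full control effect; nearly all actives have a fitted effect of over 60% in size; hits raise eYFP signal because A3G escapes Vif-driven loss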
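HeLa cells stably expressing Vif and C-terminally eYFP-tagged A3G, seeded overnight at 37 deg C, then exposed to compound by pintool overnight at 37 deg C. Rise in yellow fluorescence (Ex 488/Em 500-530, Acumen) marks blocked Vif-driven A3G degradation.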
rTrxR1 inhibitor = rat TrxR1 inhibition | recombinant rTrxR1, NADPH fluorescence consumption, selenite substrate | hit rate 1% among 390,000 | O89049 | Potency, µM (highest dose often 114 µM), inactives show at the top dose activity change, negative = inhibition, hits mostly inhibitors; further: potency means the concentration at half of the fitted maximal effect; on the % scale 0 is the no-effect control and ±100 the full control effect; nearly all actives have a fitted effect of over 65% in size
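Rat TrxR1 (90 nM in the dispensed reagent) was pre-reduced with 400 uM NADPH for 5 min at room temperature, then incubated with compound for 15 min. After 400 uM selenite was added, NADPH fluorescence (Ex 340/Em 450 nm) was followed for 8 min.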
USP1-UAF1 inh = inhibitors of human USP1/UAF1 deubiquitinase; Potency, µM (top dose mostly 57.1 µM), inactives show at the top dose activity change, negative = inhibition, actives largely listed as inhibitors; O94782; hit rate 0.23% among 390,000; recombinant USP1/UAF1, Ub-Rhodamine cleavage fluorescence; further: potency means the concentration at half of the fitted maximal effect; on the % scale 0 is the no-effect control and ±100 the full control effect; nearly all actives have a fitted effect of over 60% in size; inactives centre near -12
Target sequence (O94782 whole entry, looked up): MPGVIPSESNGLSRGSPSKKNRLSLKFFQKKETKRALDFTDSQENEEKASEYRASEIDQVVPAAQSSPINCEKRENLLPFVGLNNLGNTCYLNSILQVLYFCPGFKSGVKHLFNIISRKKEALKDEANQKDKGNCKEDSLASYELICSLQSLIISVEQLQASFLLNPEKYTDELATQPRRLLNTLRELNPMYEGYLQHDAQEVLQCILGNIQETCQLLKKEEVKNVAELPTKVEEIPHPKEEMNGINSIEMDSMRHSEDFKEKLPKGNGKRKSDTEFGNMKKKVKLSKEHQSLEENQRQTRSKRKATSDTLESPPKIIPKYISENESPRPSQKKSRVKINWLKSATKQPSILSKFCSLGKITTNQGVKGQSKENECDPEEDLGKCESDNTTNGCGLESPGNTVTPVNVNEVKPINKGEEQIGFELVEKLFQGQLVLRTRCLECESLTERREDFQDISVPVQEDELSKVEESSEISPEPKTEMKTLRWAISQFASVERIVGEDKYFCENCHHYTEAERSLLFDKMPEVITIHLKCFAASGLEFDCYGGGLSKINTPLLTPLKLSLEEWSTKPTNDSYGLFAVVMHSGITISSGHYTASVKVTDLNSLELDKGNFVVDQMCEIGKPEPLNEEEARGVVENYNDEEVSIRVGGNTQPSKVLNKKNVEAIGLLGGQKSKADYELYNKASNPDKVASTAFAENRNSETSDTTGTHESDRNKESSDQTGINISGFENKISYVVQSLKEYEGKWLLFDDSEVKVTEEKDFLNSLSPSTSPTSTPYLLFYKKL
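Step one: compound is pinned into 1nM USP1/UAF1 in HEPES pH 7.8 buffer with TCEP. Step two: 15 min room-temperature incubation. Step three: Ub-Rho (150nM final) starts cleavage, tracked by fluorescence over six one-minute reads.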
The depositor's hits bear a star; ? = inconclusive; . = not tested or not shown; & = joins results of further samples; [ ] = dose if it differs, or a comment. Unless noted, the call rests on the fitted dose curve; in most records, active means well fitted curve in the direction sought with a large enough effect; inconclusive means small, poorly fitted or top-dose-only effect, or another doubt; inactive means no such curve, though single readings can be large; an effect the other way counts as inactive or inconclusive.

SMILES	RGS4 inh	mIDH1 inhibitor	GRP78 ERSR act	Vif-APOBEC3F blk	TrxR1 substrate	LDHA block	Vif-APOBEC3G blk	rTrxR1 inhibitor	USP1-UAF1 inh
O=C(CCC(=O)N1CCN(S(=O)(=O)c2ccc(Cl)cc2)CC1)Nc1ccc(Cl)cc1Cl	?	6%	9%	-3%	-7%	-2	12%	-3%	-24%
CC(C)(C)NC(=O)Cn1nnc(-c2ccc(OCc3c(F)cccc3Cl)cc2)n1	-7%	9%	-4%	-6%	-2%	0	3%	25%	-11%
CC1CN(C(=O)CSc2nnc(-c3ccc(Cl)cc3)n2C)CC(C)O1 (stereo not given)	26%	6%	2%	0%	12%	-1	0%	14%	?
NS(=O)(=O)c1ccc(CCNC(=O)NC2CCCCC2)cc1	3%	10%	-1%	2%	-5%	-4	-8%	-5%	-19%
CCNC(=O)NC(=O)C(C)OC(=O)c1ccc(-n2nc(SC)sc2=S)cc1 (stereo not given)	-23%	9%	7%	0%	-7%[57.1 µM]	1	-2%	11%[57.1 µM]	-16%
c1ccc(C(c2ccccc2)N2CCN(Cc3nc(-c4cnccn4)no3)CC2)cc1	-2%	1%	-2%	2%	0%	3	6%	-19%	-24%
O=S(=O)(c1cccc2cnccc12)N1CCNCC1	19%	1%	-6%&-1%	-3%	-1%	-4	2%	-15%	16%
O=C(c1cccc(S(=O)(=O)NCc2ccc3c(c2)OCO3)c1)N1CCCC1	1%	3%	0%	0%	6%	1	3%	31%	-17%
CCCCC1=CC2=CC(=O)C(C)(OC(=O)CC)C(=O)C2=CN1CCc1ccccn1 (stereo not given)	6%	8%	0%	4%	17%[57.1 µM]	10	0%	20%[57.1 µM]	2%
O=C(CSc1nnc(-c2cccnc2)n1Cc1ccco1)c1ccccc1	1%	0%	-2%	-8%	-1%	-9	0%	-11%	-2%
Cc1cccc(NC(=O)Cn2c(=O)oc3ccccc32)c1C	-8%	0%	-3%	1%	6%[57.1 µM]	-4	-2%	12%[57.1 µM]	-20%
COC(=O)c1[nH]c2ccc(C)cc2c1NC(=O)CN1CCN(c2ccc(F)cc2)CC1	-37%	8%	-5%	6%	14%	-3	1%	12%	-15%
CCC(C(=O)OC)n1cnc2scc(-c3ccc(C)cc3)c2c1=O (stereo not given)	-20%	0%	-2%	-1%	-5%	1	-4%	12%	-20%
COc1ccc(CN2CC(C(=O)NCCCN3CCCCCC3)CC2=O)cc1 (stereo not given)	7%	1%	5%	.	0%	1	-1%	-19%	5%
COc1cc(C(=O)NCC(=O)OC(C)C(=O)Nc2ncc(Cl)cc2Cl)cc(OC)c1OC (stereo not given)	13%	-2%	-2%	-2%	8%	-9	-1%	6%[57.1 µM]	-15%
CCOc1ccc(S(=O)(=O)N(CC(N)=O)c2ccc(C)cc2)cc1	-5%	3%	0%	7%	-3%	-4	2%	-9%	-16%
Cc1nc(N2CCN(c3ccccn3)CC2)c2c(C)c(C(=O)N3CCN(c4ccc(F)cc4)CC3)sc2n1	-15%	0%	-2%	10%	10%	-5	-5%	21%	?
O=C(NNC(=S)Nc1ccccc1Cl)c1ccccc1	-25%	2%	7%	3%	-9%	0	0%	-23%	-17%
CC1CN(C(=O)COC(=O)c2cc(=O)[nH]c3ccccc23)CC(C)O1 (stereo not given)	.	0%	-4%	0%	.	-4	-4%	.	-11%
CNS(=O)(=O)c1ccc(NC(=O)C(CCSC)NC(N)=O)cc1 (stereo not given)	34%	-4%	-7%	2%	-6%	1	1%	10%	-7%
O=C(O)c1ccc(S(=O)(=O)c2ccccc2C(=O)O)c([N+](=O)[O-])c1	-17%[56.9 µM]	-5%	-3%	17%	3%	5	-1%	29%	-10%
Cc1ccc(S(=O)(=O)CCC(=O)Nc2nc(C(C)(C)C)cs2)cc1	-2%[56.9 µM]	-2%	-1%	-13%	8%[57.1 µM]	-3	-4%	18%[57.1 µM]	-22%
CCN(CC)C(=O)COc1ccc2c3c(c(=O)oc2c1C)CCCC3	-7%	9%	-4%	1%	95%	-6	1%	15%[57.1 µM]	-10%
CCC(C)n1nccc1NC(=O)C(C)OC(=O)c1cc2ccccc2[nH]1 (stereo not given)	10%	2%	1%	.	9%	-4	3%	-11%	-15%

Three entries from above, ordered by molar mass, largest number first.
SMILES	RGS4 inh	mIDH1 inhibitor	GRP78 ERSR act	Vif-APOBEC3F blk	TrxR1 substrate	LDHA block	Vif-APOBEC3G blk	rTrxR1 inhibitor	USP1-UAF1 inh
CCOc1ccc(S(=O)(=O)N(CC(N)=O)c2ccc(C)cc2)cc1	-5%	3%	0%	7%	-3%	-4	2%	-9%	-16%
CCC(C(=O)OC)n1cnc2scc(-c3ccc(C)cc3)c2c1=O (stereo not given)	-20%	0%	-2%	-1%	-5%	1	-4%	12%	-20%
O=C(NNC(=S)Nc1ccccc1Cl)c1ccccc1	-25%	2%	7%	3%	-9%	0	0%	-23%	-17%

More structures
SMILES	RGS4 inh	mIDH1 inhibitor	GRP78 ERSR act	Vif-APOBEC3F blk	TrxR1 substrate	LDHA block	Vif-APOBEC3G blk	rTrxR1 inhibitor	USP1-UAF1 inh
CCCNc1cc(C)oc(=O)c1C(=O)CC	21%[11.4 µM]	-14%	1%	-14%	-12%	-11	3%	-14%	-8%
Cn1cnnc1Sc1ccc(C(F)(F)F)cc1[N+](=O)[O-]	2%	2%	-3%	-8%	5%[57.1 µM]	-1	0%	10%[57.1 µM]	?
CSc1ncc(C(=O)Nc2cc(C)ccc2C)c(C)n1	15%	3%	1%	-2%	7%	-1	0%	9%	-8%
COc1ccc(NC(=O)C(c2ccc(C)cc2)N(C)C(=O)/C=C\c2ccc3c(c2)OCO3)cc1 (stereo not given)	-2%	-8%	-3%	0%	-1%	-2	-3%	20%	11%
NC(=S)N/N=C1\c2ccccc2-c2c(C(=O)O)cccc21	-32%	9%	-3%	6%	-10%	-3	1%	-4%	-19%
O=CNCC(=O)NCCc1ccc(Cl)cc1	5%	3%	-5%	6%	6%[57.1 µM]	0	1%	0%	3%
CCc1nn(-c2ccccc2)c2nc(-c3ccccc3OC)c3cc(OC)c(OC)cc3c12	19%	-6%	-6%	0%	34%	-6	0%	-7%	?
Cc1cccc(N=C2NC(=O)/C(=C/c3cccnc3)S2)c1	-34%	3%	-2%	-2%	-6%	-1	-6%	-10%	-14%
CCOC(=O)C(C)Sc1nc(N)c(NC(=O)c2ccc(OC)c(OC)c2)c(=O)[nH]1 (stereo not given)	-3%	-11%	-6%	3%	4%[57.1 µM]	-9	1%	23%[57.1 µM]	-6%
CCCc1noc2c1C(c1cc(Br)ccc1F)C(C#N)=C(N)N2 (stereo not given)	-19%	52µM*	-5%	-1%	2%	0	-1%	0%[57.1 µM]	-14%
O=c1c2ccccc2cnn1Cc1n[nH]c(=S)n1-c1ccc(F)c(Cl)c1	-50%	7%	-2%	2%	8%	-7	2%	-17%	-18%
O=C(COc1ccccc1F)NC1CCN(Cc2ccccc2)CC1	16%	7%	-3%	6%	6%[57.1 µM]	-3	1%	-1%[57.1 µM]	-14%
CC1=C(C(=O)OC(C)C)C(c2ccc(Br)s2)NC(=O)N1C (stereo not given)	9%[11.4 µM]	3%	-5%	6%	7%[57.1 µM]	-1&1	-5%	9%[57.1 µM]	-3%
Cc1ccc(C)c(S(=O)(=O)Nc2ccc(C(=O)N3CC(C)OC(C)C3)cc2)c1 (stereo not given)	-7%	-10%	-1%	6%	1%	-6	4%	1%	1%
Cc1ccc(NC(=O)CCC(=O)c2cc(C)sc2C)nc1	-20%	-6%	10%	-3%	3%[57.1 µM]	4	0%	3%[57.1 µM]	-18%
O=Cc1cc2ccccc2nc1SCc1ccc(Cl)c(Cl)c1	-9%[11.4 µM]	6%	-6%	-1%	-7%	-8	?	9%[57.1 µM]	3%
Cc1ccc(CN(C(=O)COc2ccc([N+](=O)[O-])cc2)C2CCS(=O)(=O)C2)o1 (stereo not given)	26%[11.4 µM]	-1%	2%	3%	3%	1	0%	-35%	-7%
COCCCn1c(C(=O)N2CC(C)OC(C)C2)cc2c(=O)n3cccc(C)c3nc21 (stereo not given)	-13%	0%	-3%	2%	120%[activator]	0	1%	29%	-27%
CCC(C)NC(=O)C1CN(S(=O)(=O)c2ccccc2)CCN1S(=O)(=O)c1ccccc1 (stereo not given)	-5%	2%	-1%	3%	-8%	-3	0%	-9%	-14%
O=c1oc2ccccc2c2oc3cc(O)c(O)cc3c12	-20%	-1%	?	?	3%	23	-6%	-3%	-9%
Cn1nc(C(C)(C)C)cc1C(=O)O	19%[56.9 µM]	-4%	-1%	5%	-15%	-10	0%	-20%	1%
COC(=O)C1(C(=O)OC)NOC2C(=O)N(c3ccccc3)C(=O)C21 (stereo not given)	3%	0%	-2%	3%	8%	-1	2%	13%	-12%
CSc1ccccc1C(=O)NC(C)c1ccc(-n2ccnc2)cc1 (stereo not given)	?	-4%	3%	-10%	-8%	-4	0%	3%	-17%
CCCCCn1c(CN2CCN(C)CC2)nc2c1c(=O)n(C)c(=O)n2C	-8%	-2%	-4%	-1%	8%[57.1 µM]	-6	-4%	15%[57.1 µM]	-6%

Screens (PubChem BioAssay)

This is a subset (hit frequency here may not be typical).
